Compound activity deposited in PubChem by National Center for Advancing Translational Sciences (NCATS).
HCMV antiviral: inhibitors of human cytomegalovirus; HFF cells, HCMV-luciferase reporter, 72 h; hits give low values; activity change, negative = inhibition, % at 57.5 µM; actives 4.5% (n = 410,000); in the data active = activity change below about -60%; inconclusive = no clear call, values can overlap the other calls; inactive = above about -39%
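Luciferase read-out from HCMV-luciferase-infected HFFs (MOI 1 PFU/cell) 72 h post infection at 37C; compounds added after 16 h cell attachment; activity normalized between buffer-only basal and Salinomycin (10uM) inhibitor controls.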
FBPA Giardia inh: inhibitors of Giardia lamblia fructose-1,6-bisphosphate aldolase; purified Giardia FBPA; Potency, µM (series often up to 59.6 µM), for inactives: at the highest dose activity, negative = inhibition, usual class: inhibitors; actives 0.71% (n = 290,000); AID 2451; also: potency is read from the fitted curve at half-maximal effect; nearly all actives have a fitted effect of over 55% in size
Target sequence (A8B2U2 whole entry, looked up): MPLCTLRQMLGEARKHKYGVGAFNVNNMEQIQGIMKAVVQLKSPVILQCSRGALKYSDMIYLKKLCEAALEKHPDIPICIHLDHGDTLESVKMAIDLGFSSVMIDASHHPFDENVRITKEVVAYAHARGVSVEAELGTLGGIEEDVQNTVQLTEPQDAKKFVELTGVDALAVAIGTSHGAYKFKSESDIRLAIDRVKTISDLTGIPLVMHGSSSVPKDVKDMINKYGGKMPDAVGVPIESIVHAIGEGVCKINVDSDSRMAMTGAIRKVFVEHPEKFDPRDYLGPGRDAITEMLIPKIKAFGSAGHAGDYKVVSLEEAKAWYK
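40 nM FBPA preincubated 10 min at RT with compound (up to 57.5 uM final), then substrate plus GAPDH/TPI/NAD/arsenate coupling and diaphorase/resazurin added. Fluorescence read after 20 min at RT, 525/598 nm.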
HCV inh: inhibitors of hepatitis C virus infection | AID 651820 | actives 3.4% (n = 340,000) | Potency, µM (titrated, usually from 41.8 µM), inactives show top-dose activity change, negative = inhibition, most hits filed as inhibitors | Huh7.5.1 HCVcc-Cre infection, luciferase reporter, 44 h; also: potency is read from the fitted curve at half-maximal effect
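After 44 h co-culture of compound, cells and HCVcc-Cre (~0.5 moi), substrate is added for 15 min at room temperature and luciferase measured over 15 sec. Cells were seeded at 1,000/well and pre-cultured 4 h.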
Sm TGR inh: blocks Schistosoma mansoni thioredoxin glutathione reductase | purified TGR, DTNB reduction, TNB absorbance 405 nm | Q962Y6 | AID 485364 | Potency, µM (titrated, usually from 114 µM), inactives show at the top dose activity change, negative = inhibition, usual class: inhibitors | actives 3% (n = 360,000); also: potency is read from the fitted curve at half-maximal effect; nearly all actives have a fitted effect of over 60% in size
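First, TGR (20 nM dispensed) and NADPH were mixed with compound. Second, a 15 min room-temperature incubation followed. Third, further NADPH and then DTNB were added to start the reaction. Finally, TNB absorbance was monitored kinetically.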
AmpC no deterg: AmpC beta-lactamase inhibition without detergent. AmpC nitrocefin hydrolysis, absorbance 480 nm, 0.0001% Triton. Potency, µM (top dose mostly 57.1 µM), inactives show at the top dose activity change, negative = inhibition, most hits filed as inhibitors. actives 0.52% (n = 330,000). AID 485341;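 also: potency is read from the fitted curve at half-maximal effect; plate controls were no compound for no effect and no enzyme for full effect; nearly all actives have a fitted effect of over 20% in size; some results filed as inactive show a strong effect at the top dose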
Target sequence (P00811 whole entry, looked up): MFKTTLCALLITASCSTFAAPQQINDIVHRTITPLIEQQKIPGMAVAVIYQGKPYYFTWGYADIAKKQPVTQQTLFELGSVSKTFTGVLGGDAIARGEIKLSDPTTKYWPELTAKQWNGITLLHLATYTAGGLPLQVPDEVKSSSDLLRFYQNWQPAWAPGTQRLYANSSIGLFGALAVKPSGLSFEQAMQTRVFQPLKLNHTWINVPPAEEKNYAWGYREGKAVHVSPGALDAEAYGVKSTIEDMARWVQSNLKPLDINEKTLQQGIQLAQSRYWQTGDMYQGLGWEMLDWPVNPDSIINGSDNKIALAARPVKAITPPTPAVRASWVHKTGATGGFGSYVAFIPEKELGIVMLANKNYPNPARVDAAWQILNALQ
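20 mM phosphate pH 7.0 + 0.01% (detergent screen) or 0.0001% Triton X-100; 5.3 nM AmpC reagent; cpd preinc 15 min RT; nitrocefin (800 uM stock) to start; A480 q20 s × 4 min; Activity was normalised to no-enzyme and no-compound control wells.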
AmpC detergent: AmpC beta-lactamase inhibition with detergent present; AmpC hydrolysis of nitrocefin, absorbance 480 nm, 0.01% Triton; P00811; Potency, µM (series often up to 114 µM), inactives show top-dose activity change, negative = inhibition, usual class: inhibitors; actives 0.041% (n = 370,000);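 also: potency is read from the fitted curve at half-maximal effect; 0% = no-compound wells and -100% = no-enzyme wells; nearly all actives have a fitted effect of over 25% in size; some results filed as inactive show a strong effect at the top dose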
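20 mM phosphate pH 7.0 + 0.01% (detergent screen) or 0.0001% Triton X-100; 5.3 nM AmpC reagent; cpd preinc 15 min RT; nitrocefin (800 uM stock) to start; A480 q20 s × 4 min; Activity was normalised to no-enzyme and no-compound control wells.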
* hit, by the source's call; ? = inconclusive; nt = no result given; [ ] = another dose, or the depositor's remark. Unless noted, calls follow the shape of the dose curve; as a rule, active = well fitted curve in the direction sought with a large enough effect; inconclusive = small, poorly fitted or top-dose-only effect, or another doubt; inactive = no such curve, though single readings can be large; an effect the other way counts as inactive or inconclusive. Unless noted, % is scaled to controls: 0 for no effect and ±100 for the full control effect.

SMILES	HCMV antiviral	FBPA Giardia inh	HCV inh	Sm TGR inh	AmpC no deterg	AmpC detergent
CCCCCCN1C(=O)C(O)=C(C(C)=O)C1c1ccc(Cl)cc1 (configuration not stated)	5.6	28.7%	2.6%	-1.3%	-17.4%	-7.8%
CCNc1ccc(C(=O)OCC(=O)N2CCCC2)cc1[N+](=O)[O-]	-35.3	-1.2%	3.7%	-22.0%	-0.2%	-10.8%
Cc1cc(C)nc(/N=C2\NC(=O)CC(C(=O)O)N2c2ccc(F)c(Cl)c2)n1 (configuration not stated)	nt	-15.6%	nt	-0.2%	-12.2%	-6.1%
C[C@H]1CN(CCc2ccccc2)C(=O)[C@@H]1CC(=O)NCc1ccccc1	122.8	-10.5%	-0.2%	0.5%	16.9%	-7.2%
Cc1ccc2c(c1)N(CC(=O)N1CCCCCC1)C(=O)CO2	48.2	2.5%	nt	3.7%	3.2%	?
COC(=O)c1cc(S(=O)(=O)NCC2CCN(CCc3ccc(OC)cc3)CC2)c[nH]1	-16.1	nt	-7.6%	-0.6%	-19.6%	0.2%
COc1ccc(Cl)cc1N/C(N)=N/c1nc(C)cc(C)n1	11.9	1.9%	-25.3%	32.8%	-37.2%	-3.9%
CCCCC(=O)Nc1cccc(C(=O)Nc2ccccc2C(=O)O)c1	32.9	3.3%	-12.8%	-3.2%	-17.0%	3.6%
O=C(O)C1CCCN(C(=O)c2cccc3ccccc23)C1 (configuration not stated)	0.4	18.2%	2.0%	2.3%	-13.9%	-16.4%
COc1ccc(-n2nnc3c(=O)n(Cc4cccc(C)c4)cnc32)cc1	5.0	5.5%	-21.5%	0.0%	-18.2%	-20.3%
CCC(C#CCN1CCCCC1)(CC)OCCC#N	-4.1	0.7%	19.5%	0.1%	3.6%	-10.5%
CC(C)=C1C2CCC1C(C(=O)Nc1sc(C)c(-c3ccc(C(C)C)cc3)c1C(N)=O)C2C(=O)O (configuration not stated)	-22.3	13.1%	?	-2.7%	13.2%	-4.6%
CCCCC(=O)OC1=C(C(=O)c2ccccc2)N(C)S(=O)(=O)c2ccccc21	11.2	nt	nt	-28.1%	nt	9.1%
Cc1ccc(S(=O)(=O)N2CCCc3ccccc32)cc1C	-18.1	3.1%	4.7%	5.3%	-25.0%	?
NC(=O)CCCCC(=O)OCCCc1cccs1	-13.0	1.7%	16.9%	?	3.0%	?
COc1ccc(Cc2nc3ccc(C(=O)NCc4ccccc4Cl)cc3o2)cc1	-18.0	nt	nt	5.9%	nt	-1.6%
O=C(NCc1cccnc1)c1ccccc1[N+](=O)[O-]	?	0.9%	1.6%	5.5%	-9.7%	-6.3%
C#CCOCCOCCOCCNc1nc(N2CCOCC2)nc(N2CCN(C(=O)CCCCCCCCCCNC(=O)[C@@H]([C@H](C)CC)n3cc(CCCCCN)nn3)CC2)n1	24.6	nt	?	-27.8%	228.9%[activator]	-5.0%
Cc1cccc(NC(=O)c2cn(-c3ccccc3)nc2-c2ccccc2)c1C	-27.2	nt	nt	-8.6%	nt	-6.2%
COC(=O)c1c(C)[nH]c(C(=O)C(C)OC(=O)c2c(C)noc2C)c1C (configuration not stated)	-10.0	nt	?	-7.7%	-17.8%	?
COC(=O)c1ccccc1NC(=O)c1cncc(Br)c1	-30.4	1.7%	-9.4%	-12.6%	-8.2%	-0.7%
O=C(CN1CC(c2ccccc2)CC1=O)NCc1ccc(F)cc1 (configuration not stated)	24.2	0.7%	0.3%[8.37 µM]	-16.5%	-14.8%	-12.2%
CC(C)C(=O)Nc1ccc(NC(=O)c2ccc3c(c2)OCO3)cc1	-16.1	-3.8%	-12.3%	19.7%	-8.6%	?
CCOc1ccc(C(C)=O)cc1COC(=O)CNC(=O)c1cccs1	-8.6	nt	?	11.2µM*	-46.6%	-16.0%
Cc1cccn2c(=O)c3cc(C(=O)NC4CCS(=O)(=O)C4)n(Cc4ccccc4)c3nc12 (configuration not stated)	?	-3.7%	?	-11.3%	107.8%[activator]	0.8%
CC(C)OC(=O)C(C#N)c1nc2ccccc2nc1N1CCCC1 (configuration not stated)	nt	0.1%	-12.5%	-2.9%	-0.3%	0.6%
CC(Oc1ccc(C#N)cc1)C(=O)N1CC=C(c2ccccc2)CC1 (configuration not stated)	-13.3	nt	?	nt	-10.3%	nt
CCOC(=O)CC1CCCCN1C(=O)CCCn1nnnc1CN1CCC(C)CC1 (configuration not stated)	4.1	0.2%	nt	-18.1%	64.9%[activator]	0.0%
NS(=O)(=O)c1ccc(CNC(=O)COc2ccc3c4c(c(=O)oc3c2)CCCC4)cc1	?	6.8%	-6.0%	2.8%	-10.6%	-12.2%
COc1ccc(-n2c(C)cc(C(=O)COC(=O)Cc3n[nH]c(=O)c4ccccc34)c2C)cc1	?	-13.0%	?	-8.4%	-50.7%	-2.8%

Whole records, quoted from the list. Order of screens: HCMV antiviral | FBPA Giardia inh | HCV inh | Sm TGR inh | AmpC no deterg | AmpC detergent
CC(Oc1ccc(C#N)cc1)C(=O)N1CC=C(c2ccccc2)CC1 (configuration not stated) across the screens: -13.3 | nt | ? | nt | -10.3% | nt
CC(C)OC(=O)C(C#N)c1nc2ccccc2nc1N1CCCC1 (configuration not stated) across the screens: nt | 0.1% | -12.5% | -2.9% | -0.3% | 0.6%
O=C(CN1CC(c2ccccc2)CC1=O)NCc1ccc(F)cc1 (configuration not stated) across the screens: 24.2 | 0.7% | 0.3%[8.37 µM] | -16.5% | -14.8% | -12.2%
CCOC(=O)CC1CCCCN1C(=O)CCCn1nnnc1CN1CCC(C)CC1 (configuration not stated) across the screens: 4.1 | 0.2% | nt | -18.1% | 64.9%[activator] | 0.0%
NS(=O)(=O)c1ccc(CNC(=O)COc2ccc3c4c(c(=O)oc3c2)CCCC4)cc1 across the screens: ? | 6.8% | -6.0% | 2.8% | -10.6% | -12.2%

Only AmpC no deterg, AmpC detergent and HCMV antiviral, for 2 of the compounds above:
| compound | AmpC no deterg | AmpC detergent | HCMV antiviral |
| --- | --- | --- | --- |
| CC(Oc1ccc(C#N)cc1)C(=O)N1CC=C(c2ccccc2)CC1 (configuration not stated) | -10.3% | nt | -13.3 |
| O=C(NCc1cccnc1)c1ccccc1[N+](=O)[O-] | -9.7% | -6.3% | ? |

Next compounds:
SMILES	HCMV antiviral	FBPA Giardia inh	HCV inh	Sm TGR inh	AmpC no deterg	AmpC detergent
O=[N+]([O-])c1c(C(Cl)Cl)nn(-c2ccccc2)c1N1CCOCC1	4.9	4.6%	-3.1%	5.4%	0.6%	6.6%
Cc1cc(Cl)ccc1NC(=O)C(=O)NCc1ccco1	16.2	nt	nt	-7.9%	nt	-5.0%
CCOc1ccc(N2CC(C(=O)NC3CCCCCC3)CC2=O)cc1 (configuration not stated)	-3.9	7.4%	-8.7%	1.1%	-4.7%	-3.6%
COc1cc(OC)cc(-c2nc(-c3cc4cc(C)ccc4nc3OC)no2)c1	46.8	5.9%	10.0%	13.8%[11.4 µM]	-12.7%	-11.5%
O=C(NC1C(=O)NNC1c1ccccc1)c1ccccc1 (configuration not stated)	44.4	-8.1%	3.6%	?	-22.5%	-10.0%
CCCNC(=O)CN1CCN(c2cc3ccccc3c(Cl)n2)CC1	-38.2	-8.1%	-9.1%	-27.5%	134.1%[activator]	-12.7%
Cc1nc(-c2cnn(-c3ccccc3)c2)c2cc(C)oc2n1	-26.0	1.1%	7.08µM*	0.2%	70.4%[activator]	1.5%
Cc1cccc(Nc2nc(N)c([N+](=O)[O-])c(N3CC(C)OC(C)C3)n2)c1 (configuration not stated)	10.2	0.5%	10µM*	-3.1%	-20.6%	0.0%
Cc1cc2cc(CNC(=O)CC(C)C)ccc2n1C	17.9	-11.5%	8.3%	10.4%	-3.4%	2.8%
Cc1ccc(C)c(CN2C(=O)c3ccccc3S(=O)c3ccc(C(=O)N4CCN(c5ccccn5)CC4)cc32)c1 (configuration not stated)	-98.2*	-8.8%	11.2µM*	1.9%	75.2%[activator]	-4.2%
O=C(CNC(=O)c1ccco1)N/N=C/c1c[nH]c2ccccc12	32.3	2.8%	3.1%	1.1%	1.5%	-11.2%
COc1cc(C)c(Cl)cc1S(=O)(=O)NCC1CCCO1 (configuration not stated)	-9.9	3.4%	16.2%	?	6.7%	-10.7%
COc1ccc2c(c1)c(=O)cc(-c1ccccc1)n2C	28.5	-8.1%	13.2%	-21.8%	0.3%	?
CCOP(=O)(OCC)C(Nc1ccccc1)c1ccc2c(c1)OCO2 (configuration not stated)	1.7	0.7%	7.1%	-11.6%	-28.0%	-10.3%
O=C(NC(=S)N1CCN(c2ccccc2)CC1)c1ccco1	0.8	nt	-1.6%	nt	-22.9%	nt
Cc1cc(C)c(NC(=O)C2C3/C=C\CCCCC32)c(C)c1 (configuration not stated)	2.7	8.2%	-1.1%	3.5%	-16.0%	-2.3%
CC1CCCCC1NC(=O)COC(=O)c1ccc2c(=O)n3c(nc2c1)CCC3 (configuration not stated)	8.2	nt	-1.9%	nt	-0.2%	nt
O=C(NCCc1ccc(Cl)cc1)c1ncn[nH]1	23.2	-2.0%	10.2%	9.7%	-7.4%	?
COc1ccc(C2C(C(=O)Nc3ccccc3)=C(C)Nc3nc(CCCO)nn32)cc1 (configuration not stated)	44.6	3.4%	21.2%	-29.4%	-0.9%	-14.8%
CCOC(=O)Cn1c(=O)c2c(nc(N3CCCCC3)n2Cc2ccccc2)n(C)c1=O	13.9	10.6%	-27.7%	7.5%	144.6%[activator]	-0.1%
COc1ccccc1CNc1ncccc1[N+](=O)[O-]	4.1	3.7%	6.1%	-4.7%	-29.9%	0.5%
O=C(O)c1nn(CC(=O)N2CCN(c3ncc(C(F)(F)F)cc3Cl)CC2)c(=O)c2ccccc12	?	5.1%	?	8.9%	1.6%	-0.3%
COc1ccc(C#Cc2c(-c3ccccc3)n(-c3ccccc3)c3ccc(CO)cc23)cc1	33.7	nt	?	nt	-29.8%	nt
O=C(NCc1ccco1)c1cccc(NS(=O)(=O)c2cccc(F)c2)c1	38.5	1.3%	0.2%	-13.4%	-20.3%	-8.5%
Cc1cc(C(=O)Nc2cccc(O)c2)c(C)o1	42.7	-12.1%	-4.9%	-9.7%	-19.4%	0.1%
O=C(CN1CCN(c2ccccn2)CC1)Nc1cccc(C(F)(F)F)c1	3.3	5.6%	14.6%	2.4%	41.1%	2.1%
C=CCOc1ccc(/C=C2\SC(=S)N(C(C(=O)O)c3ccccc3)C2=O)cc1 (configuration not stated)	-20.2	9.9%	-19.2%	0.7%	-34.4%	-1.6%
CC(C)Nc1nc(NC(C)C)nc(Oc2ccc(/C=N/O)cc2)n1	?	2.5%	-21.4%	-1.0%	0.4%	-1.6%
S=c1[nH]nc(Cc2cccs2)n1-c1cccc2ccccc12	-14.6	13.3%	-5.6%	-7.5%	-36.1%	-7.4%
CN1CCCN(C2C3CC4CC(C3)CC2C4)CC1 (configuration not stated)	29.2	?	-28.4%	-0.1%	-14.1%	-13.7%
COc1ccc(OC(=O)C2CC(=O)N(c3ccc(C)cc3)C2)cc1 (configuration not stated)	-29.8	-0.4%	13.8%	-0.6%	12.8%	-2.7%
